Source: PubChem BioAssay
M1 PAM – human CHRM1 positive allosteric modulation | P11229 | CHO-K1 hM1, Fluo-8 calcium fluorescence, ACh EC20; 0% = ACh EC20, 100% = maximal ACh | activation, % at 3 µM | 360,000 tested, 0.088% active; in the data active = activation above about 19%, passing the limit was not always enough
Target sequence (P11229 whole entry, looked up): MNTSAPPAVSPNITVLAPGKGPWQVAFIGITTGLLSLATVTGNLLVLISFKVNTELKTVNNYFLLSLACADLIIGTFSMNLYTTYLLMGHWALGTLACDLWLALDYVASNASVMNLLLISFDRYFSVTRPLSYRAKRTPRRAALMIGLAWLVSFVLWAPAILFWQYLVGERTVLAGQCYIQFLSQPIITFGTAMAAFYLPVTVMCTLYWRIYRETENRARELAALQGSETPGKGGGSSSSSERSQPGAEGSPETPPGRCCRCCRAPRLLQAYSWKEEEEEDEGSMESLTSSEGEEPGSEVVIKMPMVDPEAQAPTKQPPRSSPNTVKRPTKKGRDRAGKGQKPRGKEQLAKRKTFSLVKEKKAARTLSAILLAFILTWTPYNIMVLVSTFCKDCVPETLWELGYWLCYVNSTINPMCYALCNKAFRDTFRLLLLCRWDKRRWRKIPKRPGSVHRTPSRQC
TAAR1 antagonist – human TAAR1 antagonism | Q96RJ0 | CHO RD-HGA16 TAAR1, Fluo-8 calcium fluorescence, antagonist | inhibition, % at 3 µM | 360,000 tested, 1.5% active;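 active = inhibition above a per-plate cutoff, the mean inhibition of test compounds on that plate plus 3 SD, cut at about 49% in these data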;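 also: 0% = DMSO plus EC80 beta-PEA response and 100% = DMSO alone without agonist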
Target sequence (Q96RJ0 whole entry, looked up): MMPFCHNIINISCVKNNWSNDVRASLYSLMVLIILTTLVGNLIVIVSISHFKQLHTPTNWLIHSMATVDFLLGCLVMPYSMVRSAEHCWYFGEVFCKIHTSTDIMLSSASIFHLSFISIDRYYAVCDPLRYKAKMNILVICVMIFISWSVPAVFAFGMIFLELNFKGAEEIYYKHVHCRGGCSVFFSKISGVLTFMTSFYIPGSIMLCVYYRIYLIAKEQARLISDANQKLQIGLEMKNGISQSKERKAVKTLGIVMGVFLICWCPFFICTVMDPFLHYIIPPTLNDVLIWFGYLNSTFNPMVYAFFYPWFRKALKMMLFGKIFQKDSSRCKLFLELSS
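Test system: hTAAR1-expressing CHO RD-HGA16 cells, Gα16-coupled; Probe or stimulus: EC80 β-phenethylamine stimulus; Compound dosing: single nominal final test compound concentration of 3 µM; Timing: 140 s kinetic read after compound, 140 s after agonist; Signal: Fluo-8 calcium-sensitive fluorescence; Measure: % inhibition of agonist calcium response; Controls: DMSO and EC80 PEA controls.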
M1 ag parental – nonselective activator or artifact in parental CHO-K1 cells; Fluo-8 calcium fluorescence; scaled to maximal ATP response, vehicle zero; activation, % at 3 µM; 360,000 tested, 0.48% active; in the data active = activation above about 15%;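 also: untransfected CHO-K1 host cells lacking M1 receptor as counterscreen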
CHO-K1 Ca antag – M1 antagonist counterscreen hit in parental CHO-K1 cells. inhibition, % at 3 µM. ATP-induced calcium, Fluo-8 fluorescence. 360,000 tested, 0.6% active;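 active = inhibition above a per-plate cutoff, the plate's mean sample inhibition plus 3 SD, cut at about 24% in these data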;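 also: 0% = DMSO plus EC80 ATP and 100% = DMSO alone without ATP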
M1 PAM parental – nonselective activator or artifact in parental CHO-K1 calcium assay | ATP EC20, Fluo-8 calcium fluorescence; 0% at ATP EC20, 100% at ATP max | activation, % at 3 µM | 360,000 tested, 0.02% active | AID 602247;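 active = activation above the run cutoff, the mean activation of all test compounds plus 3 SD, cut at about 40% in these data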;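 also: peak over basal fluorescence ratio in a 140 s read after ATP addition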
CHRM1 agonist – human M1 muscarinic receptor agonism | P11229 | CHO-K1 hM1, Fluo-8 calcium fluorescence, agonist mode; 0% DMSO, 100% acetylcholine EC100 | activation, % at 3 µM | 360,000 tested, 0.33% active;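 active = activation above the run's mean compound activation plus 3 SD, cut at about 16% in these data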;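 also: peak over basal fluorescence ratio within a 140 s kinetic read after compound addition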
CHO parental Ca – signal in parental CHO cells, OX1R antagonist counter-screen; parental CHO-K1, ATP-induced calcium, Fluo-8 fluorescence; inhibition, % at 5.6 µM; 330,000 tested, 0.63% active;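 active = inhibition above that plate's mean sample inhibition plus 3 SD, cut at about 26% in these data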;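 also: 0% = ATP-challenged DMSO wells and 100% = DMSO wells without ATP; some compounds past the cut are filed as inactive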
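Assay system: untransfected parental CHO cell line. Also added: ATP agonist challenge. Dosing: one dose, 5.6 µM nominal. Measured by: Fluo-8 fluorescence. Read-out: % inhibition. Benchmarks: ATP wells versus no-ATP DMSO wells. Repeats: no replicates.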
M1 antag – blocks human M1 muscarinic receptor; 360,000 tested, 1.3% active; CHO-K1 hM1, Fluo-8 calcium fluorescence, ACh EC80 antagonist; inhibition, % at 3 µM;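 active = percent inhibition above its own plate's cutoff, namely the mean of that plate's compound wells plus 3 SD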;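 also: peak over basal fluorescence ratio during 140 s after agonist addition; 0% = ACh EC80 plus DMSO and 100% = DMSO alone without agonist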
TAAR1 ag – human TAAR1 agonism; Q96RJ0; AID 624467; CHO RD-HGA16 TAAR1, Fluo-8 calcium fluorescence; vehicle wells 0%, saturating PEA agonist 100%; activation, % at 3 µM; 360,000 tested, 0.99% active;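 active = activation above the mean activation of all test compounds in the run plus 3 SD, cut at about 38% in these data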
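System: CHO-derived RD-HGA16 cells with stable Gα16 and human TAAR1 / Times: 17-24 h plating, Fluo-8 75 min 37 °C, 30 min RT / Technique: calcium-sensitive Fluo-8 signal, excitation 470-495, emission 515-575 nm / Measure: % activation relative to PEA EC100 response / Benchmarks: DMSO and PEA EC100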
* marks the source's active call; other numbers are inactive results; . = not tested or not shown.

SMILES	M1 PAM	TAAR1 antagonist	M1 ag parental	CHO-K1 Ca antag	M1 PAM parental	CHRM1 agonist	CHO parental Ca	M1 antag	TAAR1 ag
COc1ccccc1NC(=O)CSc1nnc(-c2ccco2)n1Cc1ccco1	-7	14	0.6	8	3	-4	-24	9	-1
CC(C)(C)c1[nH]nc2c1C(c1ccsc1)C(C#N)=C(N)O2 (stereo unspecified)	7	0	0.8	-7	19	-8	-11	-8	8
O=C(NCc1nnc2c(C(F)(F)F)cc(Cl)cn12)C1CCCC1	6	-12	0.1	-9	4	-3	-8	-10	6
CN(CC1CCCO1)S(=O)(=O)c1ccc(C(=O)N2CCN(c3ccccc3)CC2)cc1 (stereo unspecified)	4	-13	0.1	3	10	-5	-1	-6	9
CCO[C@H]1OC(C(=O)N2CCN(C)CC2)=C[C@@H](C2CC2)[C@@H]1CCCO	4	-2	-0.1	8	-20	-2	-1	3	8
N#Cc1c(C(F)(F)F)cc(-c2ccccc2Cl)[nH]c1=O	6	-40	1.3	-6	18	3	1	-1	0
COc1cc(C(=O)NNC(=S)Nc2ccc(S(N)(=O)=O)cc2)cc(OC)c1OC	-10	14	4.1	14	-4	-6	-3	14	2
CC(=O)c1c(C)[nH]c(C(=O)COC(=O)c2c(C)noc2C)c1C	-1	1	0.9	4	-17	0	-9	8	11
O=C(COc1ccc(S(=O)(=O)NC2CCCCC2)cc1)NCc1ccccn1	2	1	-0.4	-10	3	-3	-13	0	7
CCOc1cc2[nH]c(=S)n(CCCN3CCOCC3)c(=O)c2cc1OCC	-3	2	0.1	10	-4	-6	-14	8	4
c1ccc(-c2ccc3c(n2)CCCO3)cc1	8	-1	-0.9	-14	-12	-1	-20	-1	0
Cc1cccc(C)c1OCCNC(=O)c1ccc2ccccc2n1	5	27	1.1	6	4	-5	-26	1	5
CC(=O)Nc1ccc(S(=O)(=O)Nc2nccc(/C=C/c3ccccc3F)n2)cc1	6	2	-0.1	2	2	-5	-14	-9	5
COc1ccccc1C(O)c1ncc(-c2ccccc2C)[nH]1 (stereo unspecified)	10	7	1.1	-6	21	-6	.	-13	0
Cc1c(C(=O)N2CCC(C(N)=O)CC2)oc2ccc(Br)cc12	17	-20	1.8	-6	14	-1	-13	-14	2
CCOC(=O)/C=c1\s/c(=C\c2ccc(C)cc2)c(=O)n1CC(=O)NCc1ccco1	1	-11	-0.3	3	0	-5	-3	-5	0
CCNc1ccccc(C(=O)/C=C/c2ccc3c(c2)OCO3)c1=O	2	-4	0.3	-13	17	-3	-12	1	4
COCCNC(=O)C1(C)CCCN(Cc2csc3ccccc23)C1 (stereo unspecified)	3	-31	0.2	-3	1	-7	.	-6	1
COC(=O)C1=CN(Cc2ccc(OC)c(OC)c2)C=C(C(=O)OC)C1c1cccc(OC)c1OC	6	-12	-0.8	6	-9	-5	-20	-7	-2
Cc1onc(-c2ccccc2)c1C(=O)NNC(=O)c1ccccc1Br	16	12	0.5	0	-15	11	-16	4	1
CC(=O)NC(CC(=O)OCC(=O)N1c2ccccc2NC(=O)C1(C)C)c1ccccc1 (stereo unspecified)	-2	-3	0.5	-15	16	-3	-3	13	2
Clc1ccc2nc(-c3ccccc3)c(CN3CCOCC3)n2c1	8	4	0.4	-3	12	-6	-13	-1	7
CCOC(=O)N1CCN(CCC(=O)Nc2ccc(C)c(Br)c2)CC1	10	3	0.5	-1	14	-4	-5	-6	18
CCCc1cc(=O)[nH]c(SCC(=O)N2CCN(S(=O)(=O)c3ccc(Cl)cc3)CC2)n1	0	-14	1.0	-8	18	-5	-9	-7	0
CCn1c(SCC(=O)N2CCC(C)CC2)nc2c1c(=O)n(C)c(=O)n2C	28*	-20	0.7	-2	11	-6	-5	-31	1

As a short view, some entries already given:
SMILES	M1 PAM	TAAR1 antagonist	M1 ag parental	CHO-K1 Ca antag	M1 PAM parental	CHRM1 agonist	CHO parental Ca	M1 antag	TAAR1 ag
COc1ccccc1NC(=O)CSc1nnc(-c2ccco2)n1Cc1ccco1	-7	14	0.6	8	3	-4	-24	9	-1
CC(C)(C)c1[nH]nc2c1C(c1ccsc1)C(C#N)=C(N)O2 (stereo unspecified)	7	0	0.8	-7	19	-8	-11	-8	8
O=C(NCc1nnc2c(C(F)(F)F)cc(Cl)cn12)C1CCCC1	6	-12	0.1	-9	4	-3	-8	-10	6
CN(CC1CCCO1)S(=O)(=O)c1ccc(C(=O)N2CCN(c3ccccc3)CC2)cc1 (stereo unspecified)	4	-13	0.1	3	10	-5	-1	-6	9
CCO[C@H]1OC(C(=O)N2CCN(C)CC2)=C[C@@H](C2CC2)[C@@H]1CCCO	4	-2	-0.1	8	-20	-2	-1	3	8
N#Cc1c(C(F)(F)F)cc(-c2ccccc2Cl)[nH]c1=O	6	-40	1.3	-6	18	3	1	-1	0

Following part:
SMILES	M1 PAM	TAAR1 antagonist	M1 ag parental	CHO-K1 Ca antag	M1 PAM parental	CHRM1 agonist	CHO parental Ca	M1 antag	TAAR1 ag
Cc1ccc(C(=O)/C=C/N(C)C)cn1	19	-39	0.0	4	-16	0	-12	-13	3
COc1cc([N+](=O)[O-])ccc1NC(=O)Nn1cnnc1	14	-24	-0.2	13	-14	0	-7	-11	0
Cc1ccc(OCC(=O)N(Cc2ccccc2)C(C)(C)C)c([N+](=O)[O-])n1	13	-10	1.2	-5	17	-1	-14	-13	0
Cc1nc2c(C#N)c(C)[nH]n2c(=O)c1Cc1ccccc1	6	-2	0.6	-20	17	-4	0	-11	4
COc1cc2cnncc2cc1OC	10	-4	0.2	5	12	-2	-10	-14	6
Cc1c(Cl)cccc1NC(=O)C1COc2ccccc2O1 (stereo unspecified)	8	-6	0.2	-13	17	-9	-9	-17	-1
O=C(O)CCNS(=O)(=O)c1cccc(Br)c1	9	-4	6.0	-10	30	-2	2	-5	1
Cc1cc(=O)[nH]c(SCC(=O)Nc2ccccc2C#N)c1C#N	9	-7	0.3	0	13	-3	-2	-7	2
Cc1cc(Nc2ccccc2)nn1C(=O)c1ccc([N+](=O)[O-])cc1	10	3	-0.2	3	-4	-4	-9	-16	3
O=C(NCc1ccccc1)c1csc2c1CCCC2	-4	-6	0.1	12	-12	-7	-2	7	0
Cc1ccc(S(=O)(=O)Nc2cc(C)cn(Cc3ccccc3)c2=O)cc1	-12	-5	3.8	15	-18	-8	-11	16	3
COc1ccc(CCC(=O)OCC(=O)NC(=O)c2ccc(Cl)cc2)cc1	0	-5	1.4	-2	8	0	-12	-3	4
CCC(c1nnnn1Cc1ccc2c(c1)OCO2)N1CCN(c2ccccc2)CC1 (stereo unspecified)	3	16	2.0	2	14	-3	-14	-4	0
CC(C)c1ccc(CN2CCN(S(=O)(=O)c3ccc(Cl)s3)CC2)cc1	2	3	0.0	-15	12	-3	-24	-12	-2
COc1cc2c(cc1NC(=S)NC(=O)/C=C/c1ccco1)oc1ccccc12	3	-8	0.3	3	14	-3	-2	5	1
COc1ccc(CCNS(=O)(=O)CC23CCC(CC2=O)C3(C)C)cc1OC (stereo unspecified)	4	6	0.1	-6	9	-3	-2	-7	1
COc1ccc(C)cc1S(=O)(=O)N(CC(=O)Nc1cccc([N+](=O)[O-])c1)c1ccc(C)c(C)c1	-4	1	1.3	-2	23	-2	-21	11	2
CCC(C)c1ccc(NC(=O)C/C(C)=N/NC(=O)c2cnccn2)cc1 (stereo unspecified)	11	-8	-0.1	-6	12	-3	-10	-11	0
CSc1ccc(C(=O)NCC(=O)O)cc1[N+](=O)[O-]	10	-6	0.3	-15	11	0	-9	-8	1
CSc1ccccc1OCc1cc(C(=O)NC(C)Cc2cccc(C)n2)no1 (stereo unspecified)	-8	36	5.5	-3	0	-2	-21	11	3
Cc1c(NC(=O)COC(=O)Cc2ccc(Cl)cc2)c(=O)n(-c2ccccc2)n1C	-1	6	1.3	-2	11	-7	-3	2	15
CCCCOC(=O)c1ccc(NC(=O)c2ccc(F)cc2F)cc1	-11	13	4.4	-21	17	0	-20	17	7
CC1(c2ccc(Cl)cc2)NC(=O)N(CC(=O)N2CCCC2)C1=O (stereo unspecified)	-1	15	1.4	-10	16	-2	-6	8	3
COc1ccc2nc(Nc3nc(-c4cc5ccccc5oc4=O)cs3)sc2c1	10	-2	0.0	-3	19	-3	-21	-7	0
O=C(c1cnn2c(C(F)(F)F)cc(-c3ccccc3)nc12)N1CCOCC1	2	-13	1.1	-14	14	-3	1	-15	2
SMILES	M1 PAM	TAAR1 antagonist	M1 ag parental	CHO-K1 Ca antag	M1 PAM parental	CHRM1 agonist	CHO parental Ca	M1 antag	TAAR1 ag
O=C1NC(c2ccc(-c3ccccc3[N+](=O)[O-])o2)C(C(=O)c2ccc(F)cc2)C(O)(C(F)(F)F)N1 (stereo unspecified)	11	-6	2.0	-8	22	-1	-7	-7	11
Cc1ccc2c(c1)C1C[N+](C)(CC(=O)c3ccccc3)CCC1N2C(=O)c1ccccc1Cl (stereo unspecified)	-3	-16	0.8	-13	11	-9	-8	-9	3
O=C(COC(=O)c1cc(F)cc(F)c1)Nc1cccnc1Cl	11	-10	1.4	-13	7	-4	-8	-14	0
O=C1CN(C(=O)/C=C/c2ccc(Cl)cc2)c2ccccc2N1	1	10	0.6	-1	-10	-2	-11	-1	0
N#CC1(NC(=O)COC(=O)Cc2n[nH]c(=O)c3ccccc23)CCCCC1	5	-9	0.8	-3	4	0	-2	-19	0
COc1ccc(NC(=O)CSc2nnc(-c3ccco3)c(-c3ccco3)n2)cc1OC	9	21	-0.1	-8	-6	1	-18	-4	-4
COc1cc2c(C#N)c(N3CCCCC3)nc(N)c2c(N)n1	7	17	0.5	-11	17	-2	-20	-6	4
O=C(CSc1ccccn1)Nc1ccc2c(c1)CCC2	2	-5	0.0	0	-7	-6	-9	-3	-1
CCCn1c(=O)c2ccccc2n2c(SCCOc3ccc(C)cc3)nnc12	-1	6	0.2	-18	15	-4	-18	-10	6
CC(=O)OC1C(OC(C)=O)N(C(C)=O)C(=O)N1C(C)=O (stereo unspecified)	8	-10	0.2	-10	15	-2	-1	-16	3
CCCCS(=O)(=O)Nc1ccc2cn[nH]c2c1	2	-11	7.4	1	14	-3	-3	1	3
COC(=O)C(C)Sc1ccc2nnc(-c3ccccc3)n2n1 (stereo unspecified)	-5	19	0.5	15	-14	-4	-8	4	4
O=C(Cn1ccc2cc(S(=O)(=O)N3CCCC3)ccc21)NCc1ccco1	9	-6	0.5	3	-11	-3	-15	3	0
Cc1cccc(-c2noc(CSc3ccccc3)n2)c1	-2	-4	-0.2	-6	5	-2	-15	4	3
CCN1CCN(c2ncnc3sc(C(=O)Nc4ccccc4F)c(C)c23)CC1	-1	-18	0.9	-13	13	-7	-18	-27	10
CN1/C(=C\C=Nc2cc(S(=O)(=O)N3CCOCC3)ccc2N2CCOCC2)C(C)(C)c2ccccc21	7	7	0.8	-6	19	-8	0	-7	0
O=C(/C=C/c1cccc(Oc2ccccc2)c1)N1CCOCC1	-16	-3	0.8	-5	4	-13	-8	4	9
CCOc1ccccc1NC1=NCC(=O)N1Cc1ccc(F)cc1	9	-22	-0.5	-8	-5	-5	-13	-2	9
